GSTO1 counter = blocks human GSTO1 in RBBP9 counter-screen | inhibition, % at 5.96 µM | P78417 | 300,000 compounds, 1.1% hits | recombinant GSTO1, activity-based probe fluorescence polarization;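 active = inhibition above the campaign mean inhibition plus 3 SD, cut at about 35% in these data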;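 also: 0% = GSTO1-1 with DMSO and 100% = wells lacking GSTO1-1 enzyme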
LYPLA1 inh = LYPLA1 (human) inhibition in PME1 counter-screen; O75608; recombinant LYPLA1, FP-Rh probe fluorescence polarization; inhibition, % at 5.9 µM; 320,000 compounds, 0.16% hits;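 active = inhibition above the mean of all tested compounds plus 3 SD, set per campaign, cut at about 14% in these data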;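 also: inhibitors block serine hydrolase probe labeling of LYPLA1 so polarization falls; 0% = enzyme with DMSO and 100% = wells lacking LYPLA1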
PAFAH2 inh = PAFAH2 (human) inhibition. Q99487. recombinant PAFAH2, FP-rhodamine activity probe, fluorescence polarization. inhibition, % at 3.39 µM. 340,000 compounds, 0.99% hits;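 active = inhibition above the mean over all tested compounds plus 3 SD, cut at about 30% in these data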;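 also: inhibitors block probe labeling of enzyme so polarization drops; 0% = enzyme with DMSO and 100% = wells lacking PAFAH2 protein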
EBNA-1 inhibitor = blocks EBNA-1 binding to DNA. EBNA-1 DNA binding, fluorescence polarization. 300,000 compounds, 0.34% hits. AID 1950. inhibition, % at 14.8 µM; in the data active = inhibition above about 28%
PREPL inhibitor = human PREPL enzyme inhibition | recombinant PREPL, fluorescence polarization activity-based probe | inhibition, % at 5.96 µM | 320,000 compounds, 0.68% hits; in the data active = inhibition above about 43%;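 also: 0% = enzyme with DMSO and 100% = wells lacking enzyme; many of its hits are not listed in these tables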
Target sequence (Q4J6C6 whole entry, looked up): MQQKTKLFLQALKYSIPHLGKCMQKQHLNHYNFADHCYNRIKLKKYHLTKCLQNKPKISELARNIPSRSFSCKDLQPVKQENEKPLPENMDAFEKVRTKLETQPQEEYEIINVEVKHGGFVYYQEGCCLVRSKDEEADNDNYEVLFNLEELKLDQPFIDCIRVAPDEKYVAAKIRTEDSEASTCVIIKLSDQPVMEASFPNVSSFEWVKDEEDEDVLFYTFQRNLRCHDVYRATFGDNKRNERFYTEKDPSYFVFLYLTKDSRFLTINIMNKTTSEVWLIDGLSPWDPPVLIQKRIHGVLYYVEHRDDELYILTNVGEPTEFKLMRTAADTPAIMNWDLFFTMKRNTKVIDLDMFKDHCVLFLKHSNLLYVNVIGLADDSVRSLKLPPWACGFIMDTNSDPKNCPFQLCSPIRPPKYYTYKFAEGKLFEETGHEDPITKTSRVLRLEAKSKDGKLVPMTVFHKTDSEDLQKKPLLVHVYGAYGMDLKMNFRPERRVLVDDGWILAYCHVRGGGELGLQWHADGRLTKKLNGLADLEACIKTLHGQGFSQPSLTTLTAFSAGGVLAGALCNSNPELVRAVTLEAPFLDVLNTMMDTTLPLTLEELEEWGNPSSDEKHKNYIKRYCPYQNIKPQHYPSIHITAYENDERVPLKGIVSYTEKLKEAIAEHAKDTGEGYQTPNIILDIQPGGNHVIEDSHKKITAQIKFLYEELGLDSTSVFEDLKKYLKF
PAD4 inh = inhibitors of human PAD4; Q9UM07; recombinant PAD4, RCA probe fluorescence polarization; inhibition, % at 6.36 µM; 330,000 compounds, 0.41% hits;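 active = percent inhibition above a cutoff equal to the mean of all tested compounds plus 3 SD, cut at about 15% in these data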;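 also: 0% = PAD4 with RCA probe and DMSO and 100% = probe without PAD4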
ZTA DNA inh = ZTA (EBV) inhibition in EBNA-1 counter-screen; P03206; ZTA-DNA binding, fluorescence polarization; inhibition, % at 11 µM; 320,000 compounds, 0.15% hits; AID 2234; in the data active = inhibition above about 33%
Target sequence (P03206 whole entry, looked up): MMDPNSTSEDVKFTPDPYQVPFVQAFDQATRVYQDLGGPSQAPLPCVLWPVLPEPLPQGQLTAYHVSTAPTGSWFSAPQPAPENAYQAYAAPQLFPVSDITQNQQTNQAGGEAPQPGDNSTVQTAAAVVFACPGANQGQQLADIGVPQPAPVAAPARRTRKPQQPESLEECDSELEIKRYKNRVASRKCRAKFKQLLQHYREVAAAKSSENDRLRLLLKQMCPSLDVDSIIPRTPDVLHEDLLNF
PAFAH1B3 inh = PAFAH1B3 (human) inhibition | inhibition, % at 3.39 µM | 340,000 compounds, 0.28% hits | AID 492972 | Q15102 | recombinant PAFAH1B3, FP-rhodamine probe, fluorescence polarization;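 active = inhibition above the screen-wide average of all tested compounds plus 3 SD, cut at about 25% in these data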;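 also: 0% = enzyme with DMSO only and 100% = wells lacking PAFAH1B3 protein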
LYPLA2 inh = blocks human lysophospholipase 2, a PME1 counter-screen; O95372; recombinant LYPLA2, FP-Rh probe fluorescence polarization; inhibition, % at 5.9 µM; 320,000 compounds, 0.38% hits; AID 2177;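 active = inhibition above the screen-wide mean plus 3 SD, limit set per campaign, cut at about 26% in these data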;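 also: 0% = LYPLA2 with DMSO and 100% = wells lacking LYPLA2 enzyme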
* = called active by the depositor; nt = no result given.

cpd	canonical_smiles	LYPLA1 inh	GSTO1 counter	PAD4 inh	PAFAH2 inh	ZTA DNA inh	LYPLA2 inh	EBNA-1 inhibitor	PAFAH1B3 inh	PREPL inhibitor
1	COc1ccc(N(CC(=O)N2c3ccccc3CC2C)S(=O)(=O)c2c(C)noc2C)cc1 (configuration not stated)	4	9	-4	-4	9	-3	8	3	-2
2	O=C1C(=O)N2C(=C1C(=O)N1CCCCCC1)c1ccccc1CC21CCCC1	3	-4	-3	3	0	2	1	6	-3
3	Cc1cc(C)cc(N2C(=O)CN(Cc3ccccc3)C2=S)c1	2	4	-4	-4	5	-5	8	3	1
4	O=C(CN1CCCCCC1)N/N=C/c1cccc(Cl)c1Cl	2	1	-5	-1	-26	8	-13	-4	33
5	COc1ccc(OC)c(S(=O)(=O)N2CCC(C(=O)NCCc3ccccc3)CC2)c1	-3	-8	3	11	-4	-2	8	8	4
6	CCOC(=O)COc1ccc(Cl)cc1C1NC(=O)NC(C)=C1C(C)=O (configuration not stated)	0	-6	-2	-7	-7	-4	-15	4	4
7	FC(F)(F)c1cccc(OCc2noc(-c3ccsc3)n2)c1	0	12	4	0	-2	2	-3	-12	-2
8	NC(=O)C1CCN(C(=O)c2cnn(-c3ccccc3)c2NC(=O)c2ccco2)CC1	3	2	0	-1	-8	-1	-4	3	-9
9	CCCN(CCC)CCCNC(=O)C(NS(=O)(=O)c1ccc2c(c1)CCC(=O)N2)c1ccccc1 (configuration not stated)	8	6	3	1	-5	21	4	1	-2
10	CCc1ccc(OCC(=O)NCC(c2ccc(Cl)cc2)N2CCCCC2)cc1 (configuration not stated)	4	-1	-4	-4	-18	2	-10	1	22
11	CCCCC(=O)Nc1ccc(NC(=O)CCCC)nc1	5	3	-1	9	6	6	14	6	7
12	O=C(Nc1ncc(Cc2ccccc2)s1)c1cccs1	-3	-6	-2	-2	0	-6	-3	3	-41
13	COC(=O)c1cccc(NC(=S)N2CCN(c3ccccc3F)CC2)c1	0	5	-5	0	-7	-2	-1	3	-13
14	O=C(CSc1nnc(COc2ccc(Cl)cc2)o1)N1CCN(c2ccccc2)CC1	2	5	1	1	1	1	-3	0	-22
15	CCOC(=O)C1=C(C)NC2=C(C(=O)CC(C)(C)C2)C1c1coc2ccccc2c1=O (configuration not stated)	-3	0	-2	4	7	0	-2	9	17
16	CC(C)CCn1c(C(C)O)nc2ccccc21 (configuration not stated)	2	-2	-1	-4	-6	-1	0	3	1
17	Fc1ccc(-c2nnsc2Sc2ccccn2)cc1	-3	6	-2	-4	4	-11	-3	0	10
18	O=S(=O)(Cc1cnc(Cl)s1)c1ccccc1	0	10	-3	-1	-15	2	-8	3	-27
19	O=C1CC(N2CCCc3ccccc32)C(=O)N1c1ccccc1Cl (configuration not stated)	6	1	0	-4	-1	4	14	2	2
20	O=C(CNC(=O)c1ccccc1)N/N=C/c1cccs1	5	-1	-7	2	-3	-4	-3	-3	-2
21	CCOC(=O)c1ccc(-c2ccc3oc(-c4ccsc4)cc(=O)c3c2)cc1F	nt	nt	-3	3	nt	nt	nt	5	-9
22	Cc1cccc(N2CCN(C(c3cccs3)c3nnnn3C(C)(C)C)CC2)c1C (configuration not stated)	-1	8	1	-8	5	-4	-18	2	14
23	COc1ccc(NC(=O)Nc2ccccn2)cc1OC	-5	-5	5	0	18	0	8	3	-3
24	O=C(NCc1ccc(OC(F)(F)F)cc1)c1cccc2c1C(=O)c1ccc(N3CCC(Cc4ccccc4)CC3)cc1S2(=O)=O	nt	nt	-4	-13	nt	nt	nt	-7	14
25	Cc1ccc(/C=C/C(=O)O)cc1S(=O)(=O)N1CCCc2ccccc21	-8	4	-2	2	5	-9	-10	3	3
26	C=Cc1ccc(CSc2cc(C)nc3nc(C)nn23)cc1	3	7	-5	6	-3	4	8	5	17
27	Cc1nc(-c2nc(-c3c(C(=O)NNC(=O)c4ccc(Cl)cc4)noc3C)cs2)cs1	0	0	2	-4	-2	3	-10	4	-42
28	Clc1ccccc1C1=CC(c2ccco2)n2ncnc2N1 (configuration not stated)	0	10	-4	1	-6	4	7	2	-23
29	CC(C)C(=O)Nc1ccc(NC(=O)c2ccc([N+](=O)[O-])cc2Cl)cc1	-5	0	0	1	-5	-1	1	5	12
30	COc1ccc(Nc2nc(-c3ccccc3)c3ccccc3n2)cc1	-3	0	0	-3	11	1	2	3	14
31	COC(=O)C1CCN(C(=O)c2cc(-c3ccc(Cl)s3)nc3ccccc23)CC1	0	nt	0	4	-19	8	nt	2	-12
32	CC1C(c2ccccc2)=NNc2nc3c(c(=O)n(C)c(=O)n3C)n21 (configuration not stated)	0	5	-1	nt	8	-2	-3	nt	-2

Excerpt, entries 20 to 31
cpd	canonical_smiles	LYPLA1 inh	GSTO1 counter	PAD4 inh	PAFAH2 inh	ZTA DNA inh	LYPLA2 inh	EBNA-1 inhibitor	PAFAH1B3 inh	PREPL inhibitor
20	O=C(CNC(=O)c1ccccc1)N/N=C/c1cccs1	5	-1	-7	2	-3	-4	-3	-3	-2
21	CCOC(=O)c1ccc(-c2ccc3oc(-c4ccsc4)cc(=O)c3c2)cc1F	nt	nt	-3	3	nt	nt	nt	5	-9
22	Cc1cccc(N2CCN(C(c3cccs3)c3nnnn3C(C)(C)C)CC2)c1C (configuration not stated)	-1	8	1	-8	5	-4	-18	2	14
23	COc1ccc(NC(=O)Nc2ccccn2)cc1OC	-5	-5	5	0	18	0	8	3	-3
24	O=C(NCc1ccc(OC(F)(F)F)cc1)c1cccc2c1C(=O)c1ccc(N3CCC(Cc4ccccc4)CC3)cc1S2(=O)=O	nt	nt	-4	-13	nt	nt	nt	-7	14
25	Cc1ccc(/C=C/C(=O)O)cc1S(=O)(=O)N1CCCc2ccccc21	-8	4	-2	2	5	-9	-10	3	3
26	C=Cc1ccc(CSc2cc(C)nc3nc(C)nn23)cc1	3	7	-5	6	-3	4	8	5	17
27	Cc1nc(-c2nc(-c3c(C(=O)NNC(=O)c4ccc(Cl)cc4)noc3C)cs2)cs1	0	0	2	-4	-2	3	-10	4	-42
28	Clc1ccccc1C1=CC(c2ccco2)n2ncnc2N1 (configuration not stated)	0	10	-4	1	-6	4	7	2	-23
29	CC(C)C(=O)Nc1ccc(NC(=O)c2ccc([N+](=O)[O-])cc2Cl)cc1	-5	0	0	1	-5	-1	1	5	12
30	COc1ccc(Nc2nc(-c3ccccc3)c3ccccc3n2)cc1	-3	0	0	-3	11	1	2	3	14
31	COC(=O)C1CCN(C(=O)c2cc(-c3ccc(Cl)s3)nc3ccccc23)CC1	0	nt	0	4	-19	8	nt	2	-12

The list continues:
cpd	canonical_smiles	LYPLA1 inh	GSTO1 counter	PAD4 inh	PAFAH2 inh	ZTA DNA inh	LYPLA2 inh	EBNA-1 inhibitor	PAFAH1B3 inh	PREPL inhibitor
33	N#C/C(=C\c1ccc(OCC(N)=O)cc1)S(=O)(=O)c1ccccc1	-1	1	0	6	9	-3	1	12	4
34	COc1ccc2nc(-c3ccc(Cl)cc3)cc(C(=O)O)c2c1	-4	4	-4	6	7	-10	-1	6	12
35	Fc1ccc(Nc2nc(N3CCOCC3)c3ccccc3n2)cc1	0	-7	-1	7	3	1	-4	7	15
36	CCOC(=O)C1=C(O)c2ccccc2C(=O)/C1=C\c1ccc(C)cc1	0	31	-47	8	7	6	-5	1	6
37	COc1ccccc1CC(NC(C)=O)C(=O)NC1CCN(c2nnnn2-c2ccccc2)CC1 (configuration not stated)	1	-7	-2	8	21	2	2	7	6
38	CC(NC(=O)CCNS(=O)(=O)c1cccc2nonc12)c1ccccc1 (configuration not stated)	-4	7	-1	-9	-11	2	-5	4	1
39	CCCCCC1NC(=O)NC1CCCCCC(=O)O (configuration not stated)	1	-3	0	5	-5	5	11	14	2
40	O=C(COc1ccccc1Cl)Nc1ccc(Cl)cn1	-3	5	-1	7	10	-5	-2	2	6
41	O=C(c1cnn2c(C(F)F)cc(C3CC3)nc12)N1CCOCC1	-3	1	0	0	-13	-1	7	8	-4
42	CSc1nc2sc3c(c2c(=O)[nH]1)CCc1ccccc1-3	-1	-3	5	0	-11	2	-1	2	15
43	Cc1ccnc2nc(C(=O)OCC(=O)c3ccc(NC(=O)CC(C)C)cc3)nn12	nt	nt	-4	4	nt	nt	nt	-2	2
44	CCOC(=O)N1CCN(Cc2nc(N)nc(Nc3ccc(OC)cc3)n2)CC1	-2	8	1	2	-9	-3	0	2	6
45	CCCN(CC(=O)Nc1ccccc1C)C(=O)c1cc(=O)[nH]c2ccccc12	-2	6	-1	-2	-20	-6	2	2	-11
46	Cc1cccc(N(CC(=O)NC2CCCC2)C(=O)c2nsc(Cl)c2Cl)c1C	-2	0	-2	1	12	-5	-16	5	0
47	COc1ccccc1N1CCN(c2nc(C)cc(C)c2C#N)CC1	-2	-1	0	4	4	-3	0	8	-9
48	Cc1coc2c(C)c3oc(=O)c(CCC(=O)NCCN4CCOCC4)c(C)c3cc12	1	-1	2	4	7	3	-11	9	4
49	C/C(NC(=O)c1ccccc1)=C1/C(=O)CC2C1C2(C)C (configuration not stated)	0	-3	0	6	-14	5	-2	7	9
50	CCn1c(SCC(=O)NC(=O)NCc2ccco2)nc2sc(C)c(C)c2c1=O	5	11	-4	11	-11	10	28*	2	3
51	CCOC(=O)C1CCCN(C2=NC(=O)/C(=C/c3ccc(O)c(OCC)c3)S2)C1 (configuration not stated)	4	-5	-4	-2	10	5	-1	11	8
52	Cc1cccc(NC(=O)CSCc2c(C)noc2C)c1C	1	1	-6	-2	0	-2	-10	2	-21
53	CN1CCN(C(=O)/C=C/c2ccc([N+](=O)[O-])cc2)CC1	2	3	-4	-1	8	15	-1	8	14
54	CC(=C/c1ccco1)/C=N/N1CCN(c2ccccc2)CC1	4	1	20*	2	-4	5	4	10	13
55	O=C1NCCCC1C(=O)Nc1cccc(C(F)(F)F)c1 (configuration not stated)	-1	-5	1	-12	5	-2	-8	4	-7
56	CN(C(=O)C1CCC(=O)N(Cc2ccccc2F)C1)C1CCOCC1 (configuration not stated)	5	2	-1	2	3	3	-4	1	1
57	COc1ccc(-c2cc(C(=O)N3CCCC3)c3ccccc3n2)cc1	1	3	-1	7	6	-2	-2	7	-8
58	CC(=O)c1ccc(NC(=O)C2CCN(S(=O)(=O)c3ccc4c(c3)N(C(C)=O)CCO4)CC2)cc1	3	9	-2	4	-3	-2	1	8	0
59	Cc1ccc(S(=O)(=O)N(Cc2ccccc2)c2ccccc2C(=O)Nc2ccccc2C(=O)NCc2ccco2)cc1	-12	-2	0	1	-5	-23	-7	-9	7
60	CCCCN1CCNC[C@@H]1Cc1ccc(O)cc1	-3	5	8	3	23	-4	7	5	-1
61	Cc1ccc(CNC(=O)C2CCN(S(=O)(=O)c3ccc4c(c3)CC(C)N4C(=O)C3CC3)CC2)cc1 (configuration not stated)	2	1	2	5	-6	-3	10	8	5
62	Cc1cccc(OCc2nnc(SCC(=O)c3cccs3)n2C)c1C	-4	4	4	-2	-16	-1	-2	-3	-28

Sorted by heavy-atom count (rising): some entries from above
cpd	canonical_smiles	LYPLA1 inh	GSTO1 counter	PAD4 inh	PAFAH2 inh	ZTA DNA inh	LYPLA2 inh	EBNA-1 inhibitor	PAFAH1B3 inh	PREPL inhibitor
62	Cc1cccc(OCc2nnc(SCC(=O)c3cccs3)n2C)c1C	-4	4	4	-2	-16	-1	-2	-3	-28
61	Cc1ccc(CNC(=O)C2CCN(S(=O)(=O)c3ccc4c(c3)CC(C)N4C(=O)C3CC3)CC2)cc1 (configuration not stated)	2	1	2	5	-6	-3	10	8	5
59	Cc1ccc(S(=O)(=O)N(Cc2ccccc2)c2ccccc2C(=O)Nc2ccccc2C(=O)NCc2ccco2)cc1	-12	-2	0	1	-5	-23	-7	-9	7

From PubChem BioAssay

The list is partial. The share of hits here may be higher or lower than overall.
